RXFP1 antag – RXFP1 (human) relaxin receptor antagonism; HEK293-RXFP1, relaxin-stimulated cAMP HTRF, 30 min; hits give low values; activity change, negative = inhibition, % at 57.5 µM; 350,000 tested, 0.59% active; AID 1259400;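 active = activity change of -60% or lower, but not beyond a set lower limit; inconclusive = change between -60% and -40%, or beyond the set limit; inactive = change above -40%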; note: % is set by controls: 0 for no effect and ±100 for the full control effect
D1 agonist – activates the human D1 dopamine receptor. activation, % at 2 µM. P21728. 360,000 tested, 1% active. HEK293 T-REx D1 cells, calcium flux, agonist mode; in the data active = activation above about 30%; note: 0% is about no effect
Target sequence (P21728 whole entry, looked up): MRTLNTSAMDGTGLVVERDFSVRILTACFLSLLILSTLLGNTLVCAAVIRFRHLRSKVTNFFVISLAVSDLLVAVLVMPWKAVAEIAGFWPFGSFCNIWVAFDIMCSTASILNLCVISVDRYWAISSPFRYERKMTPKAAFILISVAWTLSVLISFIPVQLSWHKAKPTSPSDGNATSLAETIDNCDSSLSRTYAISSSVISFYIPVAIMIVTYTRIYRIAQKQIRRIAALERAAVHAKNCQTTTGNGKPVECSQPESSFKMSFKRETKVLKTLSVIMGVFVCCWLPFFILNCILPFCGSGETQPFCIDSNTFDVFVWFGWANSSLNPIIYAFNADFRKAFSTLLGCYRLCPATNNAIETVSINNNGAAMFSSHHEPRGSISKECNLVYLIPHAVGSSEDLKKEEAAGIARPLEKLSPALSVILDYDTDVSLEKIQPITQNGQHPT
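Tetracycline-induced HEK293 TREx D1 cells, force-coupled to calcium signalling, were dye-loaded with a no-wash calcium kit. Compound was pin-added after a 10 s baseline. Fluorescence was read kinetically at 1 cycle/s for 180 s, with calcium rises flagged as agonism.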
D1 PAM – potentiators of human D1 dopamine receptor; P21728; HEK293 TREx D1 cells, calcium flux, dopamine EC20 potentiation; potentiation, % at 10 µM; 360,000 tested, 0.036% active; in the data active = potentiation above about 30%; note: 0% is about no effect
Vif-APOBEC3F blk – blocks the Vif interaction with APOBEC3F; 390,000 tested, 0.2% active; AID 602313; HeLa A3F-eYFP + Vif (tagged APOBEC3F with the HIV-1 protein that degrades it), YFP fluorescence increase; Potency, µM (titrated, usually from 46.1 µM), inactives show at the highest dose activity, negative = active; note: potency is the fitted concentration of half-maximal effect; % of control where 0% means no effect; nearly all actives have a fitted effect of over 65% in size
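Fluorescence increase (Ex 488/Em 500-530) after overnight compound treatment at 37 deg C flags inhibition of Vif-driven A3F-eYFP loss in stable HeLa A3F-eYFP/Vif cells seeded overnight beforehand.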
D1 antagonist – antagonists of human D1 dopamine receptor. P21728. HEK293 TREx D1 cells, calcium flux, dopamine EC80; hits give low values. activity change, negative = inhibition, % at 10 µM. 360,000 tested, 3.2% active. AID 504652; in the data active = activity change below about -30%; note: % is set by controls: 0 for no effect and ±100 for the full control effect
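Calcium flux readout: force-coupled, inducible Hek293 Trex D1 line, cells induced overnight at 30 C with tetracycline, dye-loaded 30–90 min at RT. Antagonism scored against EC80 dopamine challenge given 180 s after compound.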
D2 potentiator – positive allosteric modulators of human D2 dopamine receptor | HEK293 T-REx D2, calcium flux, EC20 dopamine potentiation | 340,000 tested, 0.34% active | potentiation, % at 10 µM;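 active = potentiation over 3 SD above the plate norm, cut at about 30% in these data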; note: 0% is about no effect
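Using a no-wash calcium dye in inducible, force-coupled HEK293 Trex cells expressing D2, we tracked fluorescence each second for 180 s after compound, then for 180 s after EC20 dopamine to detect augmented signalling.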
RXFP1 ag – activates the human relaxin receptor RXFP1; Q9HBX9; HEK293T-RXFP1 cAMP TR-FRET, 30 min; response scale: percent of porcine relaxin response, buffer zero; Potency, µM (top dose mostly 57.5 µM), for the others: at the top dose activation, hits mostly activators; 370,000 tested, 0.3% active; AID 2676; note: potency is the fitted concentration of half-maximal effect; % is set by controls: 0 for no effect and ±100 for the full control effect; nearly all actives have a fitted effect of over 60% in size; many of its hits are not listed in these tables
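HEK293 cells stably expressing RXFP1, treated 30 min at 37C with compounds plus PDE4 inhibitor Ro 20174; cAMP measured by HTRF TR-FRET. Normalized to buffer and 29 nM porcine relaxin; EC50 by Hill fit.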
Vif-APOBEC3G blk – blocks the Vif interaction with human APOBEC3G | Q9HC16 | HeLa A3G-eYFP + Vif (tagged APOBEC3G with the HIV-1 protein that degrades it), YFP fluorescence, overnight | Potency, µM (highest dose often 46.1 µM), without a hit: at the top dose activity, negative = active, most hits filed as inhibitors | 410,000 tested, 0.076% active | AID 602310;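 note: potency is the fitted concentration of half-maximal effect; % is set by controls: 0 for no effect and ±100 for the full control effect; nearly all actives have a fitted effect of over 60% in size; hits raise eYFP signal because A3G escapes Vif-driven loss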
Target sequence (Q9HC16 whole entry, looked up): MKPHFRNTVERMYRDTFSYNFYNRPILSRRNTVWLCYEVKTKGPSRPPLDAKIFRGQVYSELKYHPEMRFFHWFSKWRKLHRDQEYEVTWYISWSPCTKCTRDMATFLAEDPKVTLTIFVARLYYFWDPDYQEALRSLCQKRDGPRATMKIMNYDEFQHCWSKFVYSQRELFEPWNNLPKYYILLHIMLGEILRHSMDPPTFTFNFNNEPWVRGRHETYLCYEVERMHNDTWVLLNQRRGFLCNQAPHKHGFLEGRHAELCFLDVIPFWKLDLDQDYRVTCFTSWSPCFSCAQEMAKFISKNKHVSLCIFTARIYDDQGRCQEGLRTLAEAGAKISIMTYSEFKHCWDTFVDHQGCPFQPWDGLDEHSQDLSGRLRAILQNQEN
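Read-out is eYFP fluorescence (Ex 488/Em 500-530) from Vif-expressing HeLa A3G-eYFP cells; more signal means A3G escaped Vif-mediated degradation. Cells plated overnight, compound pinned in, incubated overnight at 37 deg C.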
GRP78 ERSR act – ER stress response induction in glioma; 420,000 tested, 0.02% active; U87-MG GRP78 promoter luciferase reporter, 16 h; AID 602332; Potency, µM, for the others: at the top dose activation, actives largely listed as activators; note: potency is the fitted concentration of half-maximal effect; series mostly up to about 76 µM; % of control where 0% means no effect; nearly all actives have a fitted effect of over 35% in size
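Stably transfected U87-MG human glioma cells carrying a GRP78-based luminescent sensor were seeded at 1000 cells/well, pin-dosed with compounds and incubated 16 h. Luciferase reagent was then added, and end-point luminescence was read after 10 min at room temperature.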
* = called active by the depositor; ? = inconclusive; nt = not tested or not shown. Unless noted, calls come from the whole dose curve; as a rule, active = well fitted curve in the direction sought with a large enough effect; inconclusive = small, poorly fitted or top-dose-only effect, or another doubt; inactive = no such curve, though single readings can be large; an effect the other way counts as inactive or inconclusive. Only part of the results is shown; rates above refer to the full screens.

Order of values – RXFP1 antag	D1 agonist	D1 PAM	Vif-APOBEC3F blk	D1 antagonist	D2 potentiator	RXFP1 ag	Vif-APOBEC3G blk	GRP78 ERSR act
- O=C(NC12CC3CC(CC(C3)C1)C2)c1ccc(-c2ccc(Br)cc2)o1
  -12	3	4	7%	3	5	0.5%	-6%	11%
- Cc1cnc(NC(=O)c2cc(-c3ccccc3)nn2-c2ccccc2)s1
  -7	nt	nt	-2%	nt	nt	nt	2%	-2%
- CC1CCN(S(=O)(=O)c2ccc3c(c2)N(CC(=O)NC(C)C)C(=O)CO3)CC1
  4	0	3	1%	-12	20	1.1%	-3%	-1%
- COc1ccc(C2CC(c3cccs3)=NN2C(=O)CSC2=NCCS2)cc1 (stereo not given)
  4	12	-8	-9%	-4	18	2.2%	1%	2%
- O=c1/c(=C/c2ccc(O)cc2)sc2nc3cc(Br)cnc3n12
  nt	6	3	nt	0	4	0.7%	nt	nt
- Cc1c(C)c2c(OCC(=O)NCc3ccco3)cc3c(c2oc1=O)CCC(C)(C)O3
  nt	3	0	-3%	-7	3	19%	1%	-4%
- CC(C)(C)C(=O)OCc1nc(-c2ccc(O)c(O)c2)cs1
  ?	2	-8	-3%	-8	-35	0.8%	-4%	?
- Nc1ccc(S(=O)(=O)NC2=NCCCCC2)cc1
  -6	1	-2	-16%	1	5	-0.8%	1%	-2%
- COc1ccc(NC(=O)NNS(=O)(=O)c2ccc(Br)cc2)cc1
  -7	12	2	-12%	5	-3	-0.9%	0%	-5%
- CC(C)(C)c1ccc(C2Sc3ccccc3NC3=C2C(=O)c2ccccc23)cc1 (stereo not given)
  -17	-3	-1	1%	-9	-2	2.7%	4%	-7%
- Cc1cccc(N2CCN(CCNC(=O)C3COc4ccccc4C3)CC2)c1C (stereo not given)
  1	18	-4	-2%	-51*	-24	-0.7%	3%	-2%
- Cc1cc(C(=O)Nc2ccc(Cl)cc2)n(-c2ccccc2)n1
  3	0	-4	-3%	5	-4	-0.3%	-10%	16%
- O/N=C(\c1ccc(Cl)cc1)c1cc2ccccc2o1
  -17	32*	-3	-5%	-16	nt	2.8%	-23%	-3%
- CCCCCCn1c(=O)n2n(c1=O)C[C@]1(OC(=O)Nc3cccs3)CN(S(=O)(=O)c3ccc(C)cc3)C[C@]1(O)C2
  -2	nt	nt	?	nt	nt	nt	-11%	13%
- COCCN1C(=O)/C(=C/c2ccc(OCc3ccc(C(=O)O)cc3)c(OC)c2)SC1=Nc1ccccc1
  -29	4	-4	-7%	-37*	4	-0.7%	-8%	-5%
- CCOC(=O)N1CCN(C(=O)c2ccccc2NC(=O)c2ccc(F)cc2)CC1
  26	0	3	-5%	8	-3	-0.1%	-1%	-6%
- COc1ccc(-n2nnnc2SCC(=O)Nc2cc(OC)c([N+](=O)[O-])cc2C)cc1
  0	9	-1	4%	1	5	0.4%	2%	-4%
- CCNC(=S)N1CCNC(=O)C1CC(=O)OC (stereo not given)
  -6	-1	4	-5%	-1	nt	-1.0%	-3%	-9%
- O=C(NC1CCCCC1)c1cc(-c2cccs2)on1
  -3	2	-4	2%	8	2	-0.5%	-2%	6%
- Cc1ccc(S(=O)(=O)CCC(=O)NCCC2=CCCCC2)cc1
  ?	2	1	-13%	-15	-7	2.2%	0%	-3%
- COC(=O)c1ccccc1OCCCCN1CC(C)OC(C)C1 (stereo not given)
  1	5	-1	8%	6	-19	1.7%	-3%	-3%
- COc1cc(CO)ccc1Oc1nnnn1-c1ccc(C(N)=O)cc1
  2	2	-2	-7%	9	-6	1.4%	-1%	-2%
- Cn1c(CNC(=O)c2ccccc2F)nnc1SCC(=O)NCc1ccccc1
  5	2	-1	-2%	1	-14	0.0%	3%	-4%
- O=C(CNC(=O)c1cccs1)N/N=C/c1c(F)cccc1Cl
  7	2	7	-13%	13	-8	3.6%	0%	3%
- O=C(NC1CCCC1)C(c1cccnc1)N(C(=O)c1ccco1)c1cccc(F)c1 (stereo not given)
  -1	2	-2	-4%	-1	-8	-4.0%	2%	-5%
- COc1ccc(/C=C/C(=O)NC(C)(C)C)cc1S(=O)(=O)N1CCOCC1
  nt	2	2	3%	-2	-2	4.4%	-2%	1%
- CCOCCCNS(=O)(=O)c1ccc2c(c1)CCN2C(=O)CC
  12	-2	4	-3%	-22	16	0.9%	0%	-6%
- COC(=O)Cn1c(CN2CCc3ccccc3C2)nc2c1c(=O)n(C)c(=O)n2C
  -22	4	-8	2%	-1	2	5.1%	-2%	-4%
- O=C(Nc1cccc([N+](=O)[O-])c1)c1cccc(C(=O)Nc2cccc([N+](=O)[O-])c2)c1
  6	19	-1	-3%	-19	17	0.1%	2%	4%
- C/C=C\C=C/C(=O)Nc1cccc(C2=NOC3(C2)C[C@@H](C(N)=O)N(C(=O)[C@H]2CCC(=O)N2)C3)c1 (stereo not given in full)
  nt	1	-3	-4%	-12	9	0.5%	-5%	-3%

Order of values – RXFP1 antag	D1 agonist	D1 PAM	Vif-APOBEC3F blk	D1 antagonist	D2 potentiator	RXFP1 ag	Vif-APOBEC3G blk	GRP78 ERSR act
- CC(=O)n1c(=O)c2ccccc2c(=O)n1-c1ccccc1
  -6	1	-4	-2%	-27	-6	0.0%	-1%	0%
- CC1(C)CC(=O)C=C(Nc2ccccc2)C1
  -10	0	3	12%	-16	2	-2.0%	2%	-4%
- O=C1COc2ccc(C(=O)COc3ccc(Cl)cc3Br)cc2N1
  -30	2	-9	5%	2	-1	-0.8%	0%	0%
- O=C(O)c1ccc(CNCc2c(Cl)cccc2Cl)cc1
  15	2	-13	-11%	-51*	0	0.4%	1%	-2%
- CCOC(=O)/C=C/C(=O)OCC(=O)Nc1ccc([N+](=O)[O-])cc1
  -31	9	-6	-3%	-33*	-2	6.9%	-12%	-7%
- Cc1ccccc1S(=O)(=O)Oc1ccc2ccc(O)cc2c1
  -18	1	-8	-5%	-29	-1	1.7%	-17%	8%
- Cc1cc(NC2CCCCC2)n2c(n1)nc1ccccc12
  1	0	3	-1%	0	2	4.8%	0%	-2%
- NC(=O)C1CCCN(C(=O)c2ccc(Cl)c(S(=O)(=O)N3CCc4ccccc43)c2)C1 (stereo not given)
  -9	1	-1	3%	-6	-6	-0.9%	1%	-3%
- COc1cc(/C=C/C(=O)O)cc(S(=O)(=O)N2CCc3ccccc3C2)c1OC
  1	4	-2	-16%	7	nt	1.7%	-13%	-2%
- Cc1nn(C)cc1S(=O)(=O)N1CCN(Cc2ccc(F)cc2Cl)CC1
  -13	2	-3	5%	-5	3	-2.2%	0%	-1%
- Cc1ccccc1NC(=O)C1CCC(CNS(=O)(=O)c2ccc3c(c2)C(C)(C)C(=O)N3C)CC1 (stereo not given)
  -12	4	-3	1%	1	2	1.7%	6%	-4%
- COc1ccc(N(C)C(=O)C2CCCN2S(=O)(=O)c2cccc3nsnc23)c(OC)c1 (stereo not given)
  -4	4	5	0%	6	2	-0.5%	2%	-9%
- CCN1CCN(CCNC(=O)CCc2c(C)c3c(C)nn(-c4ccccc4)c3n(C)c2=O)CC1
  -4	2	-17	1%	-46*	-8	4.0%	-1%	-5%
- O=S(=O)(c1ccc(F)c(F)c1)N1CCN(S(=O)(=O)c2cccs2)CC1
  -20	5	0	3%	12	-22	-2.0%	0%	-4%
- CCn1nnc2cc(C(=O)Nc3ccc(Cl)cc3C)ccc21
  0	-1	2	-5%	13	-5	2.7%	1%	-3%
- Cc1cc2ncn(C3CC(=O)N(C)C3=O)c2cc1C (stereo not given)
  -6	0	-2	3%	-5	0	2.6%	-3%	-2%
- O=C(N/N=C1\C(=O)c2cccc3cccc1c23)c1ccc(O)cc1
  -10	-2	-8	1%	nt	-3	-0.9%	-8%	3%
- C[C@H](CO)N1C[C@H](C)[C@@H](CN(C)C(=O)CN2CCOCC2)Oc2ncc(-c3cncnc3)cc2C1=O
  15	nt	nt	-1%	nt	nt	nt	-2%	-3%
- Cc1ccc(OCC(=O)O/N=C(\N)c2ccncc2)cc1C
  -10	2	-5	0%	-5	14	2.3%	6%	2%
- C[C@H](CO)NC(=O)c1nc[nH]c1C(=O)N[C@H](C)c1ccccc1
  -4	nt	nt	3%	nt	nt	nt	-1%	0%
- O=C(NCc1ccco1)C1CCN(C(=O)N2CCOc3ccc(Cl)cc32)CC1
  -6	0	-3	-8%	0	2	3.0%	-1%	-3%
- CCn1c(C(=O)O)c(S(=O)(=O)c2ccc(Cl)cc2)c2ccccc21
  -5	3	-7	-2%	-10	-2	-0.1%	2%	1%
- O=C(O)CSc1nnc(-c2ccccc2Br)n1-c1cccc(C(F)(F)F)c1
  -4	3	-5	6%	7	10	-3.3%	0%	-1%

Entries of single compounds from above. Values in the order: RXFP1 antag	D1 agonist	D1 PAM	Vif-APOBEC3F blk	D1 antagonist	D2 potentiator	RXFP1 ag	Vif-APOBEC3G blk	GRP78 ERSR act
`COc1cc(/C=C/C(=O)O)cc(S(=O)(=O)N2CCc3ccccc3C2)c1OC` reads 1	4	-2	-16%	7	nt	1.7%	-13%	-2%
`C[C@H](CO)NC(=O)c1nc[nH]c1C(=O)N[C@H](C)c1ccccc1` reads -4	nt	nt	3%	nt	nt	nt	-1%	0%

Entries listed so far printed as active in D1 agonist:
compound	RXFP1 antag	D1 agonist	D1 PAM	D1 antagonist	D2 potentiator	Vif-APOBEC3G blk
O/N=C(\c1ccc(Cl)cc1)c1cc2ccccc2o1	-17	32*	-3	-16	nt	-23%

Screening data: PubChem BioAssay, National Center for Advancing Translational Sciences (NCATS)
